NR2F2 inh – NR2F2 transcriptional activity inhibitors, primary screen, cell-based, luciferase reporter, HEK293T, luminescence | COUP transcription factor 2 (Homo sapiens), P24468 | HEK293T NGFI-A luciferase reporter | inhibition, % at 8.6 µM | 370,000 tested, 0.7% active | AID 686940, 2013;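 active means inhibition above a per-plate cutoff, mean inhibition of test wells between control levels plus 3 SD, cut at about 38% in these data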;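 further: cells cotransfected with COUP-TFII expression vector driving the NGFI-A reporter; 0% = median of COUP-TF2 test wells and 100% = reporter-only cells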
LMP1 NFkB inh – EBV LMP1-driven NF-kappaB luciferase reporter inhibitors, primary screen, cell-based, luminescence, single point; AID 504558, 2011; 350,000 tested, 0.69% active; inhibition, % at 12.5 µM; LMP1-induced NF-kappaB luciferase reporter cells; in the data active means inhibition above about 41%;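 further: 0% = neutral control wells and 100% = reference inhibitor control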
NCOA1 inh – SRC1 coactivator transcriptional activity inhibitors, primary screen, cell-based, luminescence | Nuclear receptor coactivator 1 (Homo sapiens), Q15788 | HEK293 GAL4-SRC1 luciferase reporter | inhibition, % at 3.6 µM | 360,000 tested, 0.12% active | AID 588354, 2011;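 active means inhibition above the campaign mean plus 3 SD, with each screening campaign given its own cutoff, cut at about 60% in these data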;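 further: 0% = DMSO treated cells and 100% = gossypol at 36 µM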
SRC3 inh – SRC3 coactivator transcriptional activity inhibitors, primary screen, cell-based, luminescence | Nuclear receptor coactivator 3 (Homo sapiens), Q9Y6Q9 | HEK293 GAL4-SRC3 luciferase reporter | inhibition, % at 3.6 µM | 360,000 tested, 0.17% active | AID 588352, 2011;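 active means inhibition above a per-campaign cutoff, the mean of all compounds plus 3 SD, cut at about 60% in these data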;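 further: 0% = DMSO-treated cells and 100% = gossypol-treated cells at 36 µM; higher means less SRC3-driven luciferase light from the GAL4 reporter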
TLR9-MyD88 block – inhibitors of TLR9-MyD88 association in cells, primary screen, cell-based, CHO, BLA complementation, fluorescence; Toll-like receptor 9 (Homo sapiens) + Myeloid differentiation primary response protein …; inhibition, % at 4.98 µM; 340,000 tested, 0.21% active; CCF4 FRET ratio;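 active means inhibition above the mean over all tested compounds plus 3 SD, cut at about 21% in these data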;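 further: 0% = DMSO only wells and 100% = clavulanate BLA inhibitor control wells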
SRC2 inh – inhibition of GAL4-SRC2 driven luciferase reporter, primary screen, SRC2 inhibitor project, cell-based, luminescence | inhibition, % at 9 µM | 370,000 tested, 0.17% active | Nuclear receptor coactivator 2 (Homo sapiens), Q15596 | HEK293 GAL4-SRC2 luciferase reporter;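 active means inhibition above the mean inhibition of all tested compounds plus 3 SD, set per campaign, cut at about 52% in these data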;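 further: 0% = DMSO treated cells and 100% = cells given Gossypol at 36 µM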
TROY NFkB inh – inhibitors of TROY-driven NF-kB signaling, primary screen, Q293 LMP1-TROYcd cells, NF-kB luciferase, uHTS; Q293 LMP1-TROYcd NF-kB luciferase reporter, 4 h; inhibition, % at 10 µM; 360,000 tested, 0.98% active;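 active means compounds whose plate-normalised and pattern-corrected inhibition of the luciferase reporter signal at the single screening dose is 50% or more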
NOD2 RIPK2 PPI – NOD2-RIPK2 binding disruptors in cells, primary screen, fluorescence, CHO cells, BLA complementation; Receptor-interacting serine/threonine-protein kinase 2 (Homo sapiens), O43353; CCF4 ratio; AID 624267, 2012; inhibition, % at 4.98 µM; 360,000 tested, 0.38% active; in the data active means inhibition above about 21%;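 further: 0% = vehicle only and 100% = reference blocker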
TWEAK-Fn14 inh – inhibitors of TWEAK-Fn14 signaling, primary screen, luciferase reporter cells, uHTS. TWEAK-stimulated Fn14 reporter cells, luciferase luminescence, 8 h. inhibition, % at 10 µM. 360,000 tested, 2% active. AID 1159606, 2016; in the data active means inhibition above about 50%
NR5A2 inv ag – LRH-1 (NR5A2) inverse agonists, primary screen, cell-based, luminescence, HEK293T, StAR-luciferase reporter; Nuclear receptor subfamily 5 group A member 2 (Homo sapiens), O00482; LRH-1 transfected, 24 h; 360,000 tested, 0.13% active; inhibition, % at 3.6 µM;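 active means inhibition above the mean inhibition of all tested compounds plus 3 SD, cut at about 73% in these data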;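 further: 0% = DMSO wells and 100% = reporter-only cells lacking LRH-1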
TRAIL sens C8 – viability loss with TRAIL in NB7+C8 cells, primary screen, TRAIL sensitizer project, cell-based, ATPlite luminescence. 360,000 tested, 1% active. inhibition (viability loss, TRAIL sensitization), % at 10 µM. AID 624354, 2012;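 active means compounds causing at least 50% loss of cell viability in the single-dose screen, relative to plate controls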
* marks the source's active call; other numbers are inactive results; / = no result given.

The first 3 compounds, ahead of the listing:
SMILES | NR2F2 inh | LMP1 NFkB inh | NCOA1 inh | SRC3 inh | TLR9-MyD88 block | SRC2 inh | TROY NFkB inh | NOD2 RIPK2 PPI | TWEAK-Fn14 inh | NR5A2 inv ag | TRAIL sens C8
COC(=O)[C@@]1(Cc2ccc(OC)cc2)[C@H]2c3cc(C(=O)N(C)C)n(CCSCCO)c3C[C@H]2CN1C(=O)c1ccccc1 | / | 22 | 3 | -11 | -2 | / | -20 | -12 | -1 | -2 | -4
CCN(CC)C(=O)CN1C(=O)C2(NC(=O)c3ccccc3N2)c2ccccc21 (stereo unspecified) | 18 | 6 | 12 | 11 | -10 | -21 | 1 | -6 | -2 | -6 | -21
Brc1ccc(CSc2ccc3nnc(-c4ccccn4)n3n2)cc1 | -24 | -4 | -3 | 13 | -1 | -5 | -10 | 0 | -10 | 8 | -3

The whole of this part, repeating the preview:
SMILES | NR2F2 inh | LMP1 NFkB inh | NCOA1 inh | SRC3 inh | TLR9-MyD88 block | SRC2 inh | TROY NFkB inh | NOD2 RIPK2 PPI | TWEAK-Fn14 inh | NR5A2 inv ag | TRAIL sens C8
COC(=O)[C@@]1(Cc2ccc(OC)cc2)[C@H]2c3cc(C(=O)N(C)C)n(CCSCCO)c3C[C@H]2CN1C(=O)c1ccccc1 | / | 22 | 3 | -11 | -2 | / | -20 | -12 | -1 | -2 | -4
CCN(CC)C(=O)CN1C(=O)C2(NC(=O)c3ccccc3N2)c2ccccc21 (stereo unspecified) | 18 | 6 | 12 | 11 | -10 | -21 | 1 | -6 | -2 | -6 | -21
Brc1ccc(CSc2ccc3nnc(-c4ccccn4)n3n2)cc1 | -24 | -4 | -3 | 13 | -1 | -5 | -10 | 0 | -10 | 8 | -3
O=C(NCC1CCCN1S(=O)(=O)c1cccs1)c1ccccc1F (stereo unspecified) | -17 | -1 | 1 | -6 | 1 | -12 | -1 | -1 | -7 | -11 | -5
O=[N+]([O-])c1ccccc1N/N=C1\CCc2ccccc21 | 10 | -70 | -51 | -42 | 0 | -16 | -55 | -4 | -15 | -9 | 6
Cc1ccc(C(=O)N/N=C\c2ccc([N+](=O)[O-])o2)cn1 | 9 | -20 | -2 | 14 | -8 | 13 | -27 | -4 | 3 | 42 | 16
Cc1ccc(CN2C(=O)C(Cc3ccccc3)Nc3ncnc(N4CCOCC4)c32)cc1 (stereo unspecified) | 11 | / | 5 | -1 | / | -5 | 6 | -1 | -8 | -1 | -17
Cc1ccccc1-c1cnc(C(O)c2c(C)cccc2C)[nH]1 (stereo unspecified) | -3 | / | -3 | -3 | / | 5 | -13 | 3 | 6 | -8 | -4
O=C(COC(=O)c1ccc[nH]c1=O)NC1CCCc2ccccc21 (stereo unspecified) | 8 | -4 | -8 | 1 | -7 | 13 | -1 | -14 | 6 | 4 | 0
COc1ccc(NC(=O)c2ccc(OC)cc2)cc1 | -52 | -5 | -117 | -79 | 8 | -45 | -45 | 2 | 33 | -113 | 50*
Cn1c(SCC(=O)NCc2cccs2)nnc1-c1cccs1 | -1 | 2 | 13 | 11 | 5 | 7 | -5 | -8 | -2 | 4 | 26
C/C(=N\NS(=O)(=O)c1ccccc1)c1ccccc1 | -9 | 3 | -8 | 6 | 3 | 19 | -12 | -5 | -15 | 7 | -4
Cc1ccc(NC(=O)c2ccc3nsnc3c2)c(C)c1 | -42 | / | -56 | -28 | 7 | -50 | -25 | -4 | -4 | -39 | -2
O=C(Nc1ccccc1OC(F)(F)F)c1ccc([N+](=O)[O-])cc1 | 6 | -10 | 4 | 6 | -3 | 7 | -3 | 5 | -9 | -2 | 5
CCc1ccc(CNCc2ccc(OCC(O)CN(C)Cc3ccccc3)cc2)nc1 (stereo unspecified) | 35 | 21 | 0 | 5 | -7 | 32 | 12 | -12 | 11 | 6 | 25
COc1ccc(NC(=O)c2cc(C)on2)cc1 | -48 | -11 | -91 | -89 | 1 | -55 | -14 | 5 | -1 | -108 | 24
CNC(=S)NN(C)c1nc(C)cc(C)n1 | 6 | 2 | 7 | 14 | 5 | 2 | -13 | -5 | -10 | 14 | -7
C/C=C/C=C/C(=O)N1CC2(CC(c3cccc(NC(=O)/C=C/C)c3)=NO2)C[C@@H]1C(N)=O (stereo partly specified) | 2 | -4 | 3 | -24 | 3 | -7 | 11 | -12 | -9 | 14 | 0
COC(=O)[C@]12CCCCC=C1N(Cc1ccco1)C(=O)[C@H](CC(=O)NCCC(C)C)C2 | 15 | / | / | / | / | 6 | -8 | -12 | 3 | 13 | 5
O=C(CNC(=O)c1ccccc1F)N/N=C/c1ccc2c(c1)OCO2 | 0 | -23 | -49 | -30 | 10 | -106 | -39 | 10 | -10 | -23 | -1
COc1ccc(-c2cc(NC=O)c3ncc(-c4cc(OC)c(OC)c(OC)c4)n3c2)c(OC)c1 | -64 | / | -20 | 4 | / | 2 | 13 | 4 | 39 | 32 | 6
O=C1c2cccnc2Nc2ccccc2N1CCCF | -2 | -8 | -32 | 5 | 4 | 3 | 13 | 8 | 6 | -2 | -28
Cc1cc(C)c(C)c(C(=O)COC(=O)CNC(=O)CNC(=O)c2ccco2)c1C | -2 | -6 | -1 | 16 | -5 | -4 | 10 | 0 | 7 | -7 | 4
O=C(/C=C/Nc1ccccc1Oc1ccccc1)c1ccco1 | 0 | -9 | -5 | -5 | -11 | -31 | 29 | 3 | -2 | -3 | -3
CCCc1cc(=O)[nH]c(SCC(=O)N2CCCCCC2)n1 | 12 | -5 | 9 | 7 | -6 | -37 | 3 | -4 | 0 | 12 | 1
O=c1ccn(Cc2ccccc2Cl)cc1 | -4 | -8 | -14 | 16 | 11 | 22 | -6 | -3 | -4 | 17 | 4
O=c1[nH]c(NCCO)nc2c1C1(CCCC1)Cc1ccccc1-2 | -1 | -18 | -4 | -5 | 2 | -32 | 4 | 4 | 18 | 7 | -9
Cc1ccc(-n2c(=O)c3sccc3n(Cc3cc(=O)n4cc(Cl)ccc4n3)c2=O)cc1F | 5 | -4 | -9 | 18 | 1 | -18 | 0 | -1 | -20 | 5 | -3
O=C(Nc1cccc(C(=O)N2CCOCC2)c1)c1ccc([N+](=O)[O-])cc1 | -3 | -5 | -8 | -4 | 6 | -22 | 2 | -9 | -4 | 5 | -5
C#CCN1Cc2ccccc2Oc2cc(Br)ccc2S1(=O)=O | 3 | 0 | -7 | 1 | -15 | 27 | 1 | -2 | -11 | 11 | 0
CSc1ncccc1C(=O)N1CCN(S(=O)(=O)c2ccc3ccccc3c2)CC1 | 0 | -7 | 2 | -17 | 6 | -7 | 0 | 10 | -1 | 15 | 12
S=c1[nH]nc(-c2ccc(Cl)cc2)n1-c1cccnc1 | -4 | -3 | -10 | 24 | -6 | 7 | 11 | -6 | -6 | -5 | 10
COc1ccc(C2CC(c3ccccc3)=NN2C(=O)COC(=O)c2cccnc2)cc1 (stereo unspecified) | -1 | 1 | -26 | 5 | -12 | 6 | -23 | -2 | -18 | 15 | -6
CCOc1ncccc1C(=O)OCC(=O)NCc1cccs1 | 2 | 0 | -39 | 25 | -4 | -8 | -14 | -5 | 2 | -4 | 8
COc1cc(NC(=O)COC(=O)CNC(=O)C2CCCCC2)cc(OC)c1 | 9 | 4 | -19 | -15 | -11 | -10 | -14 | 2 | 0 | -16 | -1
COc1ccc(-c2csc(N(CC3CCCO3)C(=O)c3cccs3)n2)cc1 (stereo unspecified) | 17 | -8 | -13 | -3 | -6 | 5 | 11 | -2 | -7 | 2 | 5
O=C(CN1CCC(n2nnc3cc(C(F)(F)F)ccc32)CC1)NCc1cccs1 | 17 | 11 | -16 | -2 | 8 | 1 | 3 | -5 | 10 | -12 | 14
COc1ccccc1-c1cc(-c2ccccc2)nc(=O)[nH]1 | -8 | -2 | -36 | 2 | 0 | -10 | 12 | -6 | 5 | -13 | 7
COC(=O)/C=C1\OC(c2ccccc2)c2ccccc21 (stereo unspecified) | -19 | / | / | / | / | -2 | / | -4 | / | 23 | 1
COC(=O)C(C)Nc1cccc(Br)c1 (stereo unspecified) | -19 | 7 | -6 | 21 | -2 | -3 | -1 | 1 | 7 | 0 | -1
N#CCCCc1cc2ccccc2cn1 | -4 | 14 | 7 | 14 | 4 | -4 | -17 | -3 | -4 | -11 | -17
CCCCn1c(N)c(N(C)C(=O)c2ccc(Br)o2)c(=O)[nH]c1=O | 11 | -7 | -3 | 13 | -14 | -10 | -7 | -13 | 13 | -2 | 2
CCc1cccc(NC(=O)c2cc(OC)c(OC)c(OC)c2)c1 | -27 | 2 | -7 | 8 | 0 | 16 | -9 | -5 | -9 | 1 | 10
CN(c1ccccc1)S(=O)(=O)c1ccc(Cl)c(C(=O)NCc2ccco2)c1 | 5 | 2 | -7 | 1 | 3 | 10 | 14 | -7 | 14 | 17 | -15
CNC(=O)c1c(NC(=O)C(C)C)sc2c1CCC2 | 14 | -9 | -2 | 10 | 4 | 22 | -20 | -6 | 10 | 16 | -12
CN=c1scc(C)n1/N=C/c1ccc(O)cc1O | -39 | 35 | -109 | -118 | -4 | -36 | -24 | -2 | 64* | -92 | 67*
Cc1cc(C)c(NC(=O)COC(=O)c2ccc([N+](=O)[O-])s2)c(C)c1 | -12 | 0 | 7 | 9 | 2 | 11 | 8 | -11 | 3 | 2 | 7
CNC(=O)CSc1nnc(-c2cccc(S(=O)(=O)N3CCOCC3)c2)n1-c1ccc(F)cc1 | -12 | -20 | 10 | 0 | 0 | 11 | 21 | -5 | 12 | 0 | 0
S=c1nc(-c2sccc2OCc2ccc(Cl)cc2Cl)[nH][nH]1 | 16 | 7 | -82 | 11 | 6 | -10 | 18 | -16 | 5 | -9 | 6
CC(=O)c1cccc(S(=O)(=O)N2CCCC(c3nc4c(nnn4Cc4cccc(Cl)c4)c(=O)[nH]3)C2)c1 (stereo unspecified) | 9 | -9 | 1 | -1 | -1 | -15 | -10 | -3 | -12 | -6 | -3
COc1ccc(C(O)P(=O)(OCC(C)C)OCC(C)C)c(OC)c1 (stereo unspecified) | 12 | 4 | 14 | 18 | 3 | -26 | -8 | 2 | 20 | 19 | -3
COc1ccccc1N1CCN(C(=O)CSc2nnc3c4ccccc4n(CC(=O)O)c3n2)CC1 | -10 | -11 | 5 | -7 | 1 | -17 | -9 | 6 | 4 | -10 | -4
C/C(=N\O)C1CC(CC(=O)O)C1(C)C (stereo unspecified) | 30 | -1 | -1 | -10 | 1 | 3 | -1 | -7 | 13 | -18 | -16
CC(=O)N1c2c(ccc3ccccc23)C(C)CC12CCCCC2 (stereo unspecified) | 8 | 5 | 8 | 2 | 6 | 17 | / | -7 | 3 | 12 | 6

Compound activity as filed in PubChem.

An excerpt; count on the stated rates, not on these rows.
